Assay outcomes as filed in PubChem.
CHRM4 PAM: human M4 muscarinic receptor positive allosteric modulators, primary screen, CHO-K1 cells, Fluo-8 calcium fluorescence | actives 0.4% (n = 360,000) | activation, % at 3 µM | Muscarinic acetylcholine receptor M4 (Homo sapiens), P08173 | CHO-K1 hM4/Gqi5, ACh EC20; 0% = ACh EC20, 100% = maximal ACh | AID 624126, 2012;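 active means activation above its plate's cutoff, the mean activation of sample wells plus 3 SD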; further: some results filed as inactive read as strong as hits
Target sequence (P08173 whole entry, looked up): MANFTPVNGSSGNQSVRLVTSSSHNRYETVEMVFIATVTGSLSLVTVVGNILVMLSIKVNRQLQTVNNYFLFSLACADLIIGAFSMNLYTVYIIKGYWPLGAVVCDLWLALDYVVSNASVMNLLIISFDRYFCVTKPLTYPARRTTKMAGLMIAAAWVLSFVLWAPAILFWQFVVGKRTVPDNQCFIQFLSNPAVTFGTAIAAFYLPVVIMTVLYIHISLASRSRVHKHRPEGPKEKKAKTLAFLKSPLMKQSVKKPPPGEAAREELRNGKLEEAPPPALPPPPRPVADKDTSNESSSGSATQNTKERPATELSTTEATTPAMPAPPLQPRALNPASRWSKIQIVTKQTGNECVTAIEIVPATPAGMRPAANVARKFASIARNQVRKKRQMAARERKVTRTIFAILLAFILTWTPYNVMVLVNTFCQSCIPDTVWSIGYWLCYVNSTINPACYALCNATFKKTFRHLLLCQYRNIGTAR
CRFBP-R2 agonist: agonists of CRF-BP/CRF-R2 complex, primary screen, cell-based, HEK293, calcium dye fluorescence, uHTS | CRF-binding protein / CRF receptor 2 complex (human) | calcium dye fluorescence (FLIPR); percent of saturating CRF peptide response | activation, % at 13.2 µM | actives 0.46% (n = 350,000) | AID 588473, 2011;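 active means activation of at least 50%, plus an integration ratio under a set limit after plate pattern correction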;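 further: plate controls were neutral control wells without compound for no effect and CRF at EC100 for full effect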
M5 antag: human M5 muscarinic receptor antagonists, primary screen, CHO cells, Fluo-8 calcium fluorescence. actives 0.59% (n = 360,000). CHO-hM5 cells, ACh EC80. inhibition, % at 3 µM;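 active means inhibition above a per-plate cutoff, the mean of that plate's test compounds plus 3 SD, cut at about 27% in these data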;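 further: 0% = acetylcholine EC80 with DMSO and 100% = DMSO without agonist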
Target sequence (P08912 whole entry, looked up): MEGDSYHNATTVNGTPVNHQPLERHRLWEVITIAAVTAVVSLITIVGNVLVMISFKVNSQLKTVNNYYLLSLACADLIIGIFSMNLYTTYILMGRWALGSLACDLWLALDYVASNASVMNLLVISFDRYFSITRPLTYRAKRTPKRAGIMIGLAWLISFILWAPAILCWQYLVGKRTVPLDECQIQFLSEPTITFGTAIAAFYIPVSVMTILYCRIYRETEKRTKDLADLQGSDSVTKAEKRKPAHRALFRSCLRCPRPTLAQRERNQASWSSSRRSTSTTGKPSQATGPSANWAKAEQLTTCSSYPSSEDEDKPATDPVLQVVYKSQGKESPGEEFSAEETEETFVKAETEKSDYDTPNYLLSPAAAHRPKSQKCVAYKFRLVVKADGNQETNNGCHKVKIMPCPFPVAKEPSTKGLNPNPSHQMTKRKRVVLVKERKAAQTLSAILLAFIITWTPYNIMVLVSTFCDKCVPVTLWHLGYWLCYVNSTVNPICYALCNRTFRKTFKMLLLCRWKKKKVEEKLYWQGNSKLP
CRFR2-BP antag: antagonists of CRF-BP/CRF-R2 complex, primary screen, cell-based, HEK293, calcium dye fluorescence, uHTS. AID 588475, 2011. actives 0.59% (n = 350,000). CRF-induced calcium fluorescence. inhibition, % at 11.8 µM;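 active means inhibition of the ligand-induced calcium signal above about 50% at the single tested concentration, limit read from the data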
M5 PAM: human M5 muscarinic receptor positive allosteric modulators, primary screen, CHO-K1 cells, Fluo-8 calcium fluorescence. Muscarinic acetylcholine receptor M5 (Homo sapiens), P08912. CHO-K1 hM5, ACh EC20 PAM; 0% = ACh EC20, 100% = ACh EC100. activation, % at 3 µM. actives 0.3% (n = 360,000);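 active means activation above the run cutoff, the mean activation of all test compounds plus 3 SD, cut at about 18% in these data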
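System: CHO-K1 hM5 cells. Reagent: acetylcholine, EC20 level. Compound dosing: single dose, 3 µM nominal final test concentration. Timing: Post-acetylcholine fluorescence recording 140 s. Detection: Fluo-8 calcium fluorescence. Read-out: % activation, ACh-normalized. Benchmarks: ACh EC20 and EC100 wells. Repeats: singlicate, one well per test compound.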
CHRM4 agonist: human M4 muscarinic receptor agonists, primary screen, CHO-K1 cells, Fluo-8 calcium fluorescence; Muscarinic acetylcholine receptor M4 (Homo sapiens), P08173; CHO-K1 hM4/Gqi5; vehicle 0%, full acetylcholine response 100%; activation, % at 3 µM; actives 0.14% (n = 360,000); AID 624127, 2012;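 active means activation above the run mean over all test wells plus 3 SD, cut at about 32% in these data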;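 further: peak over basal fluorescence ratio per well then scaled between controls; 0% = DMSO wells and 100% = acetylcholine at EC100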
IDE inh: human IDE inhibitors in live cells, primary screen, fluorescence polarization, HEK cells, FAbetaB substrate. actives 0.41% (n = 320,000). FAbetaB cleavage. Insulin-degrading enzyme (Homo sapiens), P14735. inhibition, % at 5.59 µM;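 active means percent inhibition above the average of all tested compounds plus 3 SD, set per screening campaign, cut at about 16% in these data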;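 further: IDE supplied by intact live HEK cells; FP after avidin binding of uncleaved biotin substrate so inhibition keeps polarization high; 0% = DMSO wells and 100% = 60 µM reference IDE inhibitor Ii1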
M4 antag: human M4 muscarinic receptor antagonists, primary screen, CHO cells, Fluo-8 calcium fluorescence; CHO-hM4 cells, ACh EC80; inhibition, % at 3 µM; actives 0.73% (n = 360,000); AID 624125, 2012;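 active means inhibition above its plate's cutoff, the mean inhibition of sample wells plus 3 SD, cut at about 27% in these data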;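 further: 0% = acetylcholine EC80 with DMSO and 100% = DMSO without agonist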
M5 ag: human M5 muscarinic receptor agonists, primary screen, CHO-K1 cells, Fluo-8 calcium fluorescence | Muscarinic acetylcholine receptor M5 (Homo sapiens), P08912 | CHO-K1 hM5 cells; 0% DMSO wells, 100% maximal acetylcholine response | activation, % at 3 µM | actives 0.19% (n = 360,000);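 active means activation above the run's mean over test compounds plus 3 SD, cut at about 23% in these data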;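 further: signal is peak over basal fluorescence ratio across the kinetic read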
An asterisk follows results filed as active; . = not tested or not shown. Hits appear at their usual frequency; overall some 2.9% were active at least once.

(1) O=C(NCCc1ccccc1)c1cnn2c(C(F)F)cc(C3CC3)nc12
(2) COC(=O)c1ccc(NC(=O)CNC(=O)c2sc3ccccc3c2Cl)cc1
(3) CC(Oc1ccccc1F)C(=O)NC1CCS(=O)(=O)C1 (stereo unspecified)
(4) Cc1ccc(S(=O)(=O)NC(CC(=O)O)c2ccco2)cc1 (stereo unspecified)
(5) CN1CCC(OC2c3ccccc3CCc3ccccc32)CC1
(6) Nc1c(C(=O)Nc2ccc3c(c2)OCCO3)nnn1Cc1ccc(Br)cc1
(7) Cn1c(=O)[nH]c(=O)c2c1nc(SCCN1CCCCC1)n2CCCc1ccccc1
(8) C=C(C)CSc1nc(N)c2c(C)c(C)sc2n1

assay / entry,1,2,3,4,5,6,7,8
CHRM4 PAM,-5,22*,6,-2,-12,7,-7,5
CRFBP-R2 agonist,-1.2,0.7,5.3,1.5,-0.5,2.9,-0.5,3.3
M5 antag,-7,11,-13,0,99*,2,-6,-9
CRFR2-BP antag,10,-3,-7,17,0,-7,16,5
M5 PAM,-6,-8,7,8,-20,3,-6,0
CHRM4 agonist,3,0,1,0,3,7,0,2
IDE inh,-4,1,-1,8,.,-4,3,7
M4 antag,6,-1,7,6,99*,-1,11,-14
M5 ag,-5,1,0,-2,-2,10,-12,-2

(9) COc1ccc(N(CC(=O)Nc2cc(Cl)ccc2OC)S(=O)(=O)c2c(C)[nH]c(=O)[nH]c2=O)cc1
(10) O=C(Oc1cccnc1)c1cc(S(=O)(=O)N2CCOCC2)ccc1Cl
(11) CN1C(c2ccc(F)cc2)=CS/C1=C(\C#N)c1nnc2n1-c1ccccc1SC2
(12) COc1ccc(OC)c(NC(=O)CSc2nccn2Cc2ccco2)c1
(13) Cc1cc(NS(=O)(=O)c2ccc(NC(=O)c3cnc4scc(C)n4c3=O)cc2)nc(C)n1
(14) CC1(c2ccccc2)NC(=O)N(CC(=O)Nc2ccccc2C(=O)NC2CC2)C1=O (stereo unspecified)
(15) Cc1ccc(Cl)cc1-c1cc(C(=O)NCc2ccco2)[nH]n1
(16) COc1ccc(/C=N/OCC(=O)NC(c2ccccc2)c2ccccc2)cc1OC

assay / entry,9,10,11,12,13,14,15,16
CHRM4 PAM,9,3,2,-4,3,1,-3,9
CRFBP-R2 agonist,5.2,-1.0,-0.5,-0.8,0.3,0.7,.,-2.7
M5 antag,-21,1,-12,-1,-2,-3,3,-3
CRFR2-BP antag,-6,-6,3,5,12,-6,.,8
M5 PAM,8,-4,-1,-6,0,7,-7,7
CHRM4 agonist,0,0,3,3,0,1,1,0
IDE inh,9,1,8,4,0,-3,.,-1
M4 antag,-10,0,-10,5,-10,8,-6,8
M5 ag,-3,3,-4,-2,4,-1,-1,0

In another format: five of the compounds above.
Order of values: CHRM4 PAM, CRFBP-R2 agonist, M5 antag, CRFR2-BP antag, M5 PAM, CHRM4 agonist, IDE inh, M4 antag, M5 ag
11	CN1C(c2ccc(F)cc2)=CS/C1=C(\C#N)c1nnc2n1-c1ccccc1SC2
 : 2, -0.5, -12, 3, -1, 3, 8, -10, -4
12	COc1ccc(OC)c(NC(=O)CSc2nccn2Cc2ccco2)c1
 : -4, -0.8, -1, 5, -6, 3, 4, 5, -2
13	Cc1cc(NS(=O)(=O)c2ccc(NC(=O)c3cnc4scc(C)n4c3=O)cc2)nc(C)n1
 : 3, 0.3, -2, 12, 0, 0, 0, -10, 4
14	CC1(c2ccccc2)NC(=O)N(CC(=O)Nc2ccccc2C(=O)NC2CC2)C1=O (stereo unspecified)
 : 1, 0.7, -3, -6, 7, 1, -3, 8, -1
15	Cc1ccc(Cl)cc1-c1cc(C(=O)NCc2ccco2)[nH]n1
 : -3, ., 3, ., -7, 1, ., -6, -1

(continued)
(17) COc1ccc(NC(=O)C2CCCN(c3cc(C)nc4ncnn34)C2)cc1 (stereo unspecified)
(18) COc1ccc(CCN(C)C(=O)/C=C/c2c(Cl)nc3ccccn23)cc1OC
(19) O=C(CNS(=O)(=O)c1ccccc1)NCc1ccccn1
(20) CC1CCCCC1NC(=O)C(C)N1C(=O)c2ccccc2C1=O (stereo unspecified)
(21) COc1ccc(S(=O)(=O)N2CCN(c3ccc4nnc(-c5ccccc5)n4n3)CC2)cc1
(22) Cc1cc(C)nc(Nc2ccc(Cl)cc2C)n1
(23) COc1ccc(CCN(C)c2ccc(S(=O)(=O)N3CCCC3)cc2[N+](=O)[O-])cc1OC
(24) O=C1OC(/C=C/c2ccc(Cl)cc2)=NC/1=C/c1ccco1

assay / entry,17,18,19,20,21,22,23,24
CHRM4 PAM,0,-1,8,9,-3,-1,-1,-2
CRFBP-R2 agonist,-5.9,0.0,3.2,-0.8,-0.7,0.0,-1.7,11
M5 antag,5,-5,-4,-3,-2,-11,-1,-4
CRFR2-BP antag,-5,7,-19,-2,-9,-3,-14,-44
M5 PAM,5,1,-3,6,2,-3,-2,-1
CHRM4 agonist,1,2,1,0,-1,0,3,1
IDE inh,3,-2,-1,-1,0,.,2,3
M4 antag,0,3,-6,-2,5,-2,-8,1
M5 ag,4,-1,2,1,-1,-3,-3,1

(25) COCCCn1c(=N)c(C(=O)NC2CCCCC2)cc2c(=O)n3ccccc3nc21
(26) CCC1CCCCN1C(=O)CCc1nnc(Cc2cc(OC)ccc2OC)o1 (stereo unspecified)
(27) Cc1ccc(N(CCC#N)C(=O)COC(=O)C2CCN(S(=O)(=O)c3ccc4c(c3)OCCO4)CC2)cc1
(28) CCN(Cc1ccccc1)c1ccc(/C=N/N=C(N)N)cc1
(29) COc1cc(OC)cc(C(=O)N2CCC(C(=O)NCCc3ccccc3)CC2)c1
(30) O=C(NCCN1CCOCC1)/C(=C/c1ccco1)NC(=O)c1ccccc1
(31) CCc1ccccc1OCC(=O)NNCC(=O)Nc1cccc(C#N)c1
(32) CCCc1cc(=O)[nH]c(SCC(=O)Nc2ccc(OCc3ccccc3)cc2)n1

assay / entry,25,26,27,28,29,30,31,32
CHRM4 PAM,-1,-1,-4,7,-2,-5,3,3
CRFBP-R2 agonist,-1.5,-1.0,1.4,2.2,0.6,-4.8,-0.2,-0.9
M5 antag,-4,-5,13,-2,-1,2,2,2
CRFR2-BP antag,-1,7,9,-100,5,-8,-6,2
M5 PAM,0,8,-7,5,-5,1,0,3
CHRM4 agonist,1,1,4,4,2,1,5,1
IDE inh,5,5,-2,1,0,4,2,3
M4 antag,7,-3,10,-3,-4,4,-5,10
M5 ag,-2,-2,-4,-10,0,0,3,1

(33) C=CCc1cc(C)cc(C)c1OCCn1cncn1
(34) CCN(CC)C(=O)Cn1cc(C(=O)C(=O)N2CCN(Cc3ccccc3)CC2)c2ccccc21
(35) NC(=O)c1ccccc1NC(=O)CN1CCOCC1
(36) O=C(Cc1cccc2ccccc12)NCC(=O)N1CCN(CC(=O)Nc2ccc(F)cc2)CC1
(37) Cc1ccc(Cl)cc1NC(=O)CC1NC2CCCCC2NC1=O (stereo unspecified)
(38) Cc1ccc(NC(=O)CSc2nnc(C3CC3)n2CC2CCCO2)c(C)c1 (stereo unspecified)
(39) NNC(=O)CCN1CCN(Cc2ccccc2)CC1
(40) CCn1ncc(/C=C/C(=O)Nc2c(C)nn(CC)c2C)c1C

assay / entry,33,34,35,36,37,38,39,40
CHRM4 PAM,0,9,14,2,-3,-9,6,-2
CRFBP-R2 agonist,-2.1,2.1,0.5,-0.2,4.5,0.5,0.6,-0.6
M5 antag,-15,14,-2,3,6,17,7,-10
CRFR2-BP antag,0,-7,11,1,0,-5,-1,5
M5 PAM,13,-4,-2,-3,-3,-3,1,2
CHRM4 agonist,1,0,0,2,0,0,0,1
IDE inh,-4,3,6,.,0,-1,1,-4
M4 antag,-5,-4,6,3,-9,7,-3,1
M5 ag,-5,-6,-1,-1,1,-2,-6,3

(41) O=C(CCSc1ccccc1)NCCSCc1ccccc1
(42) Cc1ccc(OCC(=O)N2CC3(C)CC2CC(C)(C)C3)cc1 (stereo unspecified)
(43) CN1CCN(C(=O)CN(c2cccc(Cl)c2)S(=O)(=O)c2ccccc2)CC1
(44) COc1cc2c(=O)n(Cc3ccccc3)c(=O)n(CC(=O)NCC3CCCO3)c2cc1OC (stereo unspecified)
(45) CCN1CCN(c2cc(C)c3cc(NC(=S)NCCN(C)C)ccc3n2)CC1
(46) CCc1nc2sccc2c(=O)n1N
(47) COc1ccc2c(c1)c(CC(=O)Nc1ccc(C(C)=O)cc1)c(C)n2C(=O)c1ccc(Cl)cc1
(48) COC(=O)[C@@]1(C)[C@H]2C(=O)N(Cc3ccccc3)C(=O)[C@H]2[C@H]2CN(C)C(=NC3CCCCC3)N21
(49) O=Cc1c(N2CCC3(CC2)OCCO3)nc2ccccn2c1=O
(50) CN(C)c1ccc(Nc2cc(Cl)ncn2)cc1

assay / entry,41,42,43,44,45,46,47,48,49,50
CHRM4 PAM,-1,-5,-2,8,0,-3,2,-4,-5,-5
CRFBP-R2 agonist,-0.2,-0.7,-0.1,0.0,0.8,0.1,-2.4,2.2,-1.5,0.6
M5 antag,2,9,-3,0,4,7,5,-3,11,12
CRFR2-BP antag,10,-13,6,-77,1,10,16,-5,-15,9
M5 PAM,1,-44,-3,-3,-3,8,-6,4,-5,-7
CHRM4 agonist,1,8,1,1,0,0,2,0,5,0
IDE inh,2,-2,-2,1,-1,6,-3,.,15,-3
M4 antag,0,2,-5,-11,-10,0,2,-2,-4,3
M5 ag,-5,-5,-8,-2,-5,0,-2,-1,0,-2
